Bioassay records deposited in PubChem by National Center for Advancing Translational Sciences (NCATS).
A549 viability = counter-screen for Nrf2 inhibitors: cytotoxicity in A549 cells. A549 ARE-Fluc cells, CellTiter-Fluor viability, 18-24 h. Potency, µM (titrated, usually from 46 µM), for the others: top-dose activity change, negative = cytotoxicity, actives largely listed as inhibitors. actives 0.16% (n = 390,000); further: potency means the concentration at half of the fitted maximal effect; on the % scale 0 is the no-effect control and ±100 the full control effect
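Cytotoxicity counterscreen: CellTiter-Fluor fluorescence was measured in A549 ARE_Fluc cells after 18-24 h of compound exposure in a concentration series. The subsequent BugLite luminescent read reports ARE-luciferase activity.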
MmCpn inh = inhibitors of Methanococcus maripaludis chaperonin (MmCpn) | purified Mm-Cpn ATPase, ADP Transcreener TR-FRET | Potency, µM (series often up to 76.9 µM), without a hit: at the top dose activity, negative = inhibition, most hits filed as inhibitors | actives 0.031% (n = 330,000) | AID 504842; further: potency means the concentration at half of the fitted maximal effect; on the % scale 0 is the no-effect control and ±100 the full control effect; nearly all actives have a fitted effect of over 80% in size
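ATPase read-out: TR-FRET ADP immunoassay (anti-ADP Eu cryptate vs ADP-d2), ex 320 nm, em 590/665 nm; signal drops as ADP forms. Enzyme 25 nM, ATP 10 uM, 30 min at 37°C after 10 min compound preincubation.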
HepG2 viability = kills HepG2 cells in TGF-b inhibitor counter-screen | HepG2 CAGA-GFP viability, ATP luminescence, 18 h | Potency, µM (titrated, usually from 46.1 µM), for the others: at the highest dose activity change, negative = cytotoxicity, usual class: cytotoxic | actives 0.76% (n = 410,000) | AID 588856; further: potency means the concentration at half of the fitted maximal effect; some results filed as inactive show a strong effect at the top dose
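CellTiter-Glo luminescence gave cytotoxicity after 18 hours at 37 degrees C. The cells were HepG2 CAGA-GFP in 1% FBS DMEM, stimulated with 500 pg/mL TGF-beta after compound addition. %Activity was normalised to no-cell wells (complete cell-killing) and DMSO (no toxicity), and curves were fitted and classified.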
Abeta yeast res = restores growth of yeast expressing A-beta42 peptide; AID 1347071; actives 0.063% (n = 410,000); yeast expressing A-beta42, growth rescue, OD600, 48 h; response scale: 0% DMSO, 100% iron-clioquinol control; Potency, µM (highest dose often 46.1 µM), for the others: at the highest dose growth rescue, usual class: activators; further: potency means the concentration at half of the fitted maximal effect; nearly all actives have a fitted effect of over 55% in size
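Growth rescue measured by 600 nm absorbance after 48 h yeast culture at 30 C with compound. Values normalized between DMSO and an equimolar ferric chloride plus clioquinol control.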
Nrf2 ARE act = activators of Nrf2 (ARE) signaling; AREc32 ARE-luciferase reporter (MCF7-derived line), luminescence, 24 h; Potency, µM (top dose mostly 46.1 µM), without a hit: at the highest dose activation, actives largely listed as activators; actives 0.31% (n = 410,000); AID 624171; further: potency means the concentration at half of the fitted maximal effect; % of control where 0% means no effect; nearly all actives have a fitted effect of over 65% in size
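ARE activation measured as luciferase luminescence (Steady-Glo, 30 min RT) in AREc32_Fluc cells after 24 hr compound exposure at 37 deg C, 5% CO2; cells seeded overnight at 1000/well in OPTI-MEM, 5% FBS.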
TGFb SMAD3 inh = TGF-b pathway inhibition | HepG2 CAGA-GFP TGF-b/SMAD3 reporter, GFP fluorescence, 18 h; TGF-beta stimulated, 500 pg/mL final | Potency, µM (highest dose often 46.1 µM), for inactives: at the top dose activity, negative = inhibition, actives largely listed as inhibitors | actives 1.2% (n = 410,000); further: potency means the concentration at half of the fitted maximal effect; on the % scale 0 is the no-effect control and ±100 the full control effect; nearly all actives have a fitted effect of over 65% in size
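TGF-beta reporter screen: HEPG2 CAGA-GFP, 1% FBS, 500 pg/mL TGF-beta final, 18 h; per-cell GFP summed per well; curves fitted and categorized by class.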
CCT modulator = modulators of cytosolic chaperonin (CCT/TRiC) activity; purified chaperonin ATPase assay, HTRF ADP detection, 30 min; activity change, % (concentration not given with the values), hits read low; actives 0.3% (n = 360,000); AID 651819; in the data active means activity change below about -30%; further: on the % scale 0 is the no-effect control and ±100 the full control effect
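Enzyme 40 or 20 nM (batch-dependent) in Tris pH 7.4/KCl/MgCl2/DTT; cpd 76 uM single point; ATP 10 uM; 30 min 37 °C; Transcreener ADP HTRF detection, 30 min RT; ratio 665/615.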
Nrf2 block = inhibitors of Nrf2 signaling; actives 2.1% (n = 360,000); AID 504444; A549 ARE-Fluc reporter, luciferase luminescence, 18-24 h; Potency, µM (highest dose often 46 µM), for inactives: at the top dose activity change, negative = inhibition, actives largely listed as inhibitors; further: potency means the concentration at half of the fitted maximal effect; on the % scale 0 is the no-effect control and ±100 the full control effect; nearly all actives have a fitted effect of over 60% in size
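Concentration-response testing used A549 ARE_Fluc cells at 5000 cells/well. Following an 18-24 h compound incubation, viability was read by fluorescence (Ex 405/Em 525) and luciferase output by luminescence.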
pAkt inh = blocks phosphorylation of Akt; Neuro2A IGF-stimulated pAkt S473 HTRF, 20 min; active compounds read low; activity change, % for hits at 50 µM; actives 0.32% (n = 360,000); in the data active means activity change below about -80%; inconclusive means mostly about -51% to -80%; further: on the % scale 0 is the no-effect control and ±100 the full control effect
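Neuro2A cells (4,500/well, DMEM with 0.5% FBS) were treated with compound at a single 50 µM final concentration, stimulated with 6 nM IGF for 20 min at 37 °C, and lysed. Phospho-Akt Ser473 was read by HTRF as 665/615 ratio ×10^4.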
An asterisk follows results filed as active; i = inactive; ? = inconclusive; · = not tested or not shown; ! = not active in a repeat; [ ] = remark or other dose. Unless noted, the call rests on the fitted dose curve; in most records, active means well fitted curve in the direction sought with a large enough effect; inconclusive means small, poorly fitted or top-dose-only effect, or another doubt; inactive means no such curve, though single readings can be large; an effect the other way counts as inactive or inconclusive.

Results follow in this order: A549 viability, MmCpn inh, HepG2 viability, Abeta yeast res, Nrf2 ARE act, TGFb SMAD3 inh, CCT modulator, Nrf2 block, pAkt inh
COc1ccc(C2SCC(=O)N2CC23CC4CC(CC(C4)C2)C3)cc1 (stereo not given)
→ -1%, -1%, 4%, 7%, -0.1%, -2%, 4.2, -17%, ·
C=C(C)c1cccc(C(C)(C)NC(=O)N2CCN(CC(N)=O)CC2)c1
→ 7%, -3%, -12%, -5%, -0.2%, 6%, 1.9, ·, i
COc1ccc(N2CC(NC(=O)NCCC(C)C)CC2=O)cc1 (stereo not given)
→ 8%, 1%, -8%, -5%, 0.0%, -7%, 0.6, -12%, i
COc1ccc(/C=N/NC(=O)CN2CCSCC2)c(OC)c1
→ -1%, 2%, 5%, 10%, -0.1%, 16%, -0.2, 12%, i
CCN(c1ccccc1)c1nnc(NC(=O)Nc2ccc(Br)cc2)s1
→ -4%, ·, -3%, -13%, 3.8%, -20%, ·, ?, ·
COc1ccc(N(C(=O)Cn2nnc(-c3ccc(F)cc3)n2)C(C)C(=O)NC2CCCC2)cc1 (stereo not given)
→ -17%, 1%, -1%, -4%, 2.9%, 11%, -0.6, ?, i
Cc1ccccc1NC(=O)Cn1nnc2sc3c(c2c1=O)CC(C)(C)OC3
→ -5%, 3%, 4%, 11%, -0.1%, -15%, -0.4, -15%, i
CN(C)S(=O)(=O)c1cccc(C(=O)Nc2cc(S(=O)(=O)N3CCOCC3)ccc2O)c1
→ -1%, -4%, -1%, 3%, 0.0%, -7%, -3.5, 0%, i
Cc1ccc(-c2nnn(Cc3nc4ccccc4s3)n2)cc1
→ -18%, -1%, -8%, 10%, 2.9%, 17%, -1.2, -7%, i
O=C(Nc1ccccc1Cl)c1cc(=O)c2ccccc2o1
→ 3%, -2%, 7%, 18%, ?, -30%, -0.2, ?, i
CCOC(=O)Nc1ccc(C(=O)c2ccncc2)cc1
→ 1%, -4%, -7%, -3%, 0.4%, 3%, 2.8, 12%, i
CCOC(=O)C(=O)Nc1cc(Cl)ccc1C
→ -1%, 1%, 13%, 27%, 0.1%, -5%, -1.6, 9%, i
O=C(CSc1ncn[nH]1)c1ccco1
→ 2%, 0%, 21%, 3%, 0.2%, 12%, 0.4, 18%, i
CN(CC(=O)N1CCC(C(N)=O)CC1)S(=O)(=O)c1ccc2ccccc2c1
→ 1%, 0%, -6%, 1%, -1.0%, -3%, -2.1, -3%, i
CC(=O)CC(=O)Nc1ccc(Cl)cn1
→ -1%, -29%, -6%, -1%, 4.1%, 10%, -1.0, 1%, i
COC(=O)Cn1c(C)nc2c(sc3nc(C)cc(C)c32)c1=O
→ -6%, 0%, -13%, -11%, 2.5%, -9%, 1.1, ·, i
Cc1onc(-c2ccccc2Cl)c1C(=O)NCc1ccc(N2CCCC2=O)cc1
→ 19%, -1%, -5%, -2%, -0.1%, ?, -1.5, -3%, i
CCn1ccnc1CNCc1ccc(OCC(O)CN(C)Cc2ccccc2)cc1 (stereo not given)
→ ?, -1%, -3%, 9%, 0.2%, -6%, 2.1, 2%, i
CC(=O)c1ccc(NC(=O)CSc2nc(-c3ccc(C)cc3)nc3c2c(=O)n(C)c(=O)n3C)cc1
→ 2%, ·, -3%, -11%, -0.7%, 0%, ·, ·, ·
CCc1ccc2oc(-c3cc(NC(=O)c4cc(OC)c(OC)c(OC)c4)ccc3O)nc2c1
→ -6%, ·, 0%, -2%, 3.8%, -28%, ·, 4%, ·
COc1ccc2cc3c(N)nn(C(=O)Cc4ccccc4OC)c3nc2c1
→ -16%, 0%, -20%, 1%, -3.7%, ?, -2.1, ?, i
COC(=O)c1sccc1NC(=O)c1cc(-c2ccc(C)cc2)nc2ccccc12
→ -1%, -12%, -2%, -5%, 10.0%, -22%, -1.9, 17%, i
CCOc1ccc(N2CC(C(=O)Nc3nnc(SCCOC)s3)CC2=O)cc1 (stereo not given)
→ 2%, -1%, -11%, 9%, 0.4%, -2%, -1.8, -5%, i
COc1ccccc1N1CCN(C2CCCCC2NS(=O)(=O)c2ccc(Cl)cc2)CC1 (stereo not given)
→ 0%, 3%, -43%, 1%, 0.5%, -29%, -2.2, -3%, i
Cc1cc(CN2CCCC(CNC(=O)c3ccc(F)cc3)C2)cc(C)c1O (stereo not given)
→ 9%, 2%, -38%, -4%, -0.1%, -6%, 3.9, -10%, i
Cn1cccc1/C=N/N1CCN(Cc2ccccc2)CC1
→ 20%, -1%, 64%, 16%, 0.3%, 38%, -1.1, 0%, i
Cc1cc(=O)c2ccc(Cl)cc2[nH]1
→ 7%, -1%, 9%, 8%, 5.0%, 2%, -3.5, -9%, i
C[C@H](CO)N1C[C@H](C)[C@@H](CN(C)Cc2ccc(C(=O)O)cc2)Oc2c(NS(=O)(=O)c3cn(C)cn3)cccc2C1=O
→ 6%, -2%, -4%, 2%, -0.2%, 1%, -0.1, 4%, i
CC(C)Cn1cnc2c(SCc3ccccc3F)nc(N)nc21
→ -2%, ·, -27%, 3%, 5.8%, -27%, -3.4, -4%, i
O=C(CSc1nc2ccccc2s1)Nc1cc(C(=O)O)cc(C(=O)O)c1
→ 13%, -3%, -2%, -14%, 3.9%, 3%, -0.3, -2%, i

8 structures out of the list, arranged by molar mass, rising:
Results follow in this order: A549 viability, MmCpn inh, HepG2 viability, Abeta yeast res, Nrf2 ARE act, TGFb SMAD3 inh, CCT modulator, Nrf2 block, pAkt inh
O=C(Nc1ccccc1Cl)c1cc(=O)c2ccccc2o1
→ 3%, -2%, 7%, 18%, ?, -30%, -0.2, ?, i
COc1ccc(N2CC(NC(=O)NCCC(C)C)CC2=O)cc1 (stereo not given)
→ 8%, 1%, -8%, -5%, 0.0%, -7%, 0.6, -12%, i
C=C(C)c1cccc(C(C)(C)NC(=O)N2CCN(CC(N)=O)CC2)c1
→ 7%, -3%, -12%, -5%, -0.2%, 6%, 1.9, ·, i
COc1ccc(C2SCC(=O)N2CC23CC4CC(CC(C4)C2)C3)cc1 (stereo not given)
→ -1%, -1%, 4%, 7%, -0.1%, -2%, 4.2, -17%, ·
COc1ccc2cc3c(N)nn(C(=O)Cc4ccccc4OC)c3nc2c1
→ -16%, 0%, -20%, 1%, -3.7%, ?, -2.1, ?, i
CN(CC(=O)N1CCC(C(N)=O)CC1)S(=O)(=O)c1ccc2ccccc2c1
→ 1%, 0%, -6%, 1%, -1.0%, -3%, -2.1, -3%, i
CC(=O)c1ccc(NC(=O)CSc2nc(-c3ccc(C)cc3)nc3c2c(=O)n(C)c(=O)n3C)cc1
→ 2%, ·, -3%, -11%, -0.7%, 0%, ·, ·, ·
C[C@H](CO)N1C[C@H](C)[C@@H](CN(C)Cc2ccc(C(=O)O)cc2)Oc2c(NS(=O)(=O)c3cn(C)cn3)cccc2C1=O
→ 6%, -2%, -4%, 2%, -0.2%, 1%, -0.1, 4%, i

Carrying on:
Results follow in this order: A549 viability, MmCpn inh, HepG2 viability, Abeta yeast res, Nrf2 ARE act, TGFb SMAD3 inh, CCT modulator, Nrf2 block, pAkt inh
CCOC(=O)c1ccc(CNCc2ccc(C)cc2)cc1
→ -2%, 0%, 7%, -4%, 2.9%, 6%, -9.7, -4%, i
CCN(CCCNC(=O)CC1Oc2ccc(C)cc2NC1=O)Cc1ccccc1 (stereo not given)
→ 4%, 2%, -15%, 6%, -0.1%, 10%, -0.7, -9%, i
Cc1ccc(NC(=O)N2CCc3cc(S(=O)(=O)N4CCC(C)CC4)ccc32)cc1F
→ 11%, ·, -4%, -21%, 0.5%, ·, ·, 14%, ·
CC(C)(C)OC(=O)NCC(=O)N1CCC(C(=O)O)CC1
→ -13%, 0%, -2%, 9%[9.22 µM], -0.5%, 14%, 3.2, ·, i
CCOC(=O)CCC(=O)Nc1ncnc2c1C(c1ccccc1)c1c(ccc3ccccc13)O2 (stereo not given)
→ ?, -14%, -38%, -12%, 0.1%, ?, ·, 6.5µM*!, ·
Cc1ccnc(NS(=O)(=O)c2ccc(NC(=O)c3cncc(Br)c3)cc2)n1
→ 10%, 1%, 1%, 1%, 0.5%, 2%, 0.0, 4%, i
CCC(CC)C(=O)Nc1cccc(C(=O)NCCc2ccccc2)c1
→ 2%, 2%, -3%, 0%, 0.0%, -17%, -1.9, ?, i
CN1CCc2c(sc3nc(SCC(N)=O)n(-c4ccccc4)c(=O)c23)C1
→ -5%, -1%, -19%, 12%, 1.8%, 10%, -0.7, 3%, i
Cc1cccc(NC(=O)CSc2ccc(-c3cccs3)nn2)c1C
→ -6%, -8%, -56%, 7%, 8.5%, -2%, 1.6, 1%, i
COc1cc(/C=C2/SC(=S)N(Cc3ccccc3)C2=O)cc(OC)c1O
→ ?, -2%, -62%, -28%, 3.6%, ?, 1.1, 9%, i
COc1cc(CCC(=O)OCC(=O)N(CCC#N)c2ccccc2)cc(OC)c1OC
→ -5%, 2%, -5%, -11%, -0.3%, 1%, -3.3, 4%, i
COc1ccccc1NC(=O)Cc1noc(CSc2cc(C)c3ccccc3n2)n1
→ 1%, -26%, -23%, 3%, -0.3%, -7%, 1.6, 7%, i
Cc1cc(F)ccc1NC(=O)Cn1nc(N2CCN(c3ccccc3)CC2)ccc1=O
→ -14%, ·, -17%, 12%, -0.3%, ?, ·, -8%, ·
O=C(Nc1ccc(Br)cc1)C1CCCC1
→ 0%, 1%, -1%, 7%, 1.0%, 2%, -0.6, 4%, i
